# TRPC4 potent = allosteric potentiators of mouse TRPC4 channel | hit rate 0.42% among 310,000 | HEK293 TRPC4beta/mu-opioid, DAMGO EC20, Fluo-4 Ca2+ flux; stronger effect = higher value | B-score at 10 µM;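 active = B-score of calcium response area above 5 SD of library B-scores, with initial fluorescence ratio within 5 SD of library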;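 also: B-score of integrated fluorescence ratio over time as area under calcium response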
# TRPC6 act = activators of mouse TRPC6 channel; AID 2550; hit rate 0.13% among 310,000; HEK293-TRPC6 membrane potential dye fluorescence; stronger effect = higher value; B-score at 10 µM;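 active = B-score of the integrated fluorescence ratio above library mean plus 3 SD, and starting fluorescence ratio within library mean plus 5 SD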;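 also: higher score means more depolarization so channel activation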
# Target sequence (Q61143 whole entry, looked up): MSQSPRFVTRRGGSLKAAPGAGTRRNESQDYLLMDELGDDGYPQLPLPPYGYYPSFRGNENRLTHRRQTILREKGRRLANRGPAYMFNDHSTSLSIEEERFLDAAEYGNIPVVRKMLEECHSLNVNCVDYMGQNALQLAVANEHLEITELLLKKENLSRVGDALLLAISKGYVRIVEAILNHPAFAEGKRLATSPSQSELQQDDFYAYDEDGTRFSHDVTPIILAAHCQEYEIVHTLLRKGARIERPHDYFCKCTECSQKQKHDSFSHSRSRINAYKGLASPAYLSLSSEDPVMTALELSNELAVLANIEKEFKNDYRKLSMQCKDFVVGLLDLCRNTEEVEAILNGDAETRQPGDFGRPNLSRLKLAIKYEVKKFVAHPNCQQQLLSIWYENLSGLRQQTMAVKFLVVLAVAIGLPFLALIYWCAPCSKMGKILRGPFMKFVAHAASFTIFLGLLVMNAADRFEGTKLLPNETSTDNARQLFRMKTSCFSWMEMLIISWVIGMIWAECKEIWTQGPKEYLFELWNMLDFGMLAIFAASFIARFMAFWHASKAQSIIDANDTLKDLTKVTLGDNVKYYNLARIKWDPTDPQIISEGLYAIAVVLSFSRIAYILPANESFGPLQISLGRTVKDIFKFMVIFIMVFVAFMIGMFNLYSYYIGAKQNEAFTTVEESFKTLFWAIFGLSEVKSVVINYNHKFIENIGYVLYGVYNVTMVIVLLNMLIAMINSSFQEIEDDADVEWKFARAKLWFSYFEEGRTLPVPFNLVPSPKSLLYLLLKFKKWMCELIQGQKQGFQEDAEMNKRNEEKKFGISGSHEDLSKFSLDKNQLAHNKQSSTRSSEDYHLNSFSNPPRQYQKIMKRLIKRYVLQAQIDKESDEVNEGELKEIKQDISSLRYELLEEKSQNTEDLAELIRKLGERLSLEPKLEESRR
# TRPC4 agonist = activators of mouse TRPC4 channel | Q9QUQ5 | AID 2237 | B-score at 10 µM | HEK293 TRPC4beta/mu-opioid, Fluo4 calcium fluorescence; stronger effect = higher value | hit rate 0.49% among 310,000;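 active = B-score above 5 SD of library B-scores, and initial fluorescence ratio not above library mean plus 5 SD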;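 also: positive B-score marks a calcium rise read as TRPC4 activation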
#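 Material: TRPC4beta and mu-opioid receptor HEK293 stable cells | Incubation: 45 min room-temperature Fluo4 loading, 110 s read | Detection: Kinetic Fluo4 calcium fluorescence | Measure: Integrated baseline-normalised fluorescence ratio, converted to per-well B score | Benchmarks: Low control buffer alone, high control maximal DAMGO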
# MrgX1 agonist = agonists of human MrgX1 receptor. Q96LB2. MrgX1-HEK293 cells, Fluo-4 calcium fluorescence, agonist mode; stronger effect = higher value. B-score at 10 µM. hit rate 0.44% among 310,000. AID 588627;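 active = calcium response B-score plate-corrected fluorescence ratio at least 3 library SD, with starting fluorescence B-score inside 5 SD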
#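 System – MrgX1-expressing HEK293 cells · Incubation – cells plated overnight, dye loaded 0.5 h 37 °C, 0.5 h room temperature · Technique – kinetic Fluo-4 NW fluorescence of intracellular calcium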
# MrgX1 antagonist = human MrgX1 receptor antagonism, primary screen. Q96LB2. MRGX1-HEK293 calcium flux, Fluo-4, BAM8-22 antagonism; stronger effect = lower value. B-score at 10 µM. hit rate 1.3% among 310,000;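 active = calcium-response B-score plate-corrected more than 3 library SD below zero, starting fluorescence within 5 deviations, no agonist response on first addition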;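 also: peak minus trough fluorescence over baseline after final BAM8-22 challenge near maximal dose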
# SKKanGAS inh = inhibitors of SKKanGAS S. pyogenes growth in kanamycin (SK-promoter or general growth effect) | BacTiter-Glo, 6 h | inhibition, % at 7.5 µM | hit rate 1.3% among 300,000 | AID 1662;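 active = mean replicate score, as percent of positive control median, at least 50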;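 also: strain carries kanamycin resistance gene driven by streptokinase promoter and grows in 40 µg/ml kanamycin; loss of luminescence reflects streptokinase promoter inhibition or plain growth inhibition; 0% = median of DMSO wells and 100% = positive control at its reference dose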
# TRPC6 inh = mouse TRPC6 channel inhibition; hit rate 1.1% among 310,000; B-score at 10 µM; Q61143; HEK293-TRPC6, membrane potential dye, ACh-evoked depolarization; stronger effect = lower value;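 active = B-score under library mean minus 3 SD, initial fluorescence not abnormally high, positive integrated signal ratio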;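 also: B-score derived from integrated fluorescence ratio over the kinetic read; more negative B-score means stronger inhibition of depolarization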
# ANO1 block = mouse TMEM16A channel inhibition, primary screen | Q8BHY3 | HEK293 TMEM16A/YFP iodide influx fluorescence, ionomycin | normalized B-score (activity score, 25-100; higher = stronger inhibition) at 10 µM | hit rate 1.2% among 310,000 | AID 588511;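 active = ratio plate-corrected score three or more library SD toward inhibition, starting fluorescence score within five deviations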;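 also: score derived from kinetic fluorescence span divided by baseline fluorescence per well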
# MrgX1 allo act = allosterically activates human MrgX1 receptor signaling | Q96LB2 | MrgX1-HEK293, Fluo-4 calcium flux, FDSS; stronger effect = higher value | B-score at 10 µM | hit rate 0.63% among 310,000 | AID 588675;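 active = plate-corrected calcium response at least 3 library SD above typical, normal starting fluorescence, not activating the receptor alone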;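 also: compound read alongside a low EC10 to EC30 dose of BAM8-22 agonist; peak minus trough fluorescence over baseline measured at the second addition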
# TRPC4 inh = inhibitors of mouse TRPC4 channel; HEK293 TRPC4beta/mu-opioid, DAMGO-evoked Fluo4 calcium flux; stronger effect = lower value; Q9QUQ5; B-score at 10 µM; hit rate 0.39% among 300,000; AID 2247;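 active = B-score over 3 SD under the library average, no early fluorescence shift, positive overall ratio signal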
#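 System: stable TRPC4beta/mu-opioid receptor HEK293 cells; Dosing: single-point compound dosing; Measured by: Fluo4 Ca2+ flux fluorescence; Read-out basis: per-well B score of integrated baseline-normalized Fluo4 ratio.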
# TMEM16A act = activators or potentiators of mouse TMEM16A chloride channel | AID 623877 | HEK293 TMEM16A/YFP-H148Q/I152L, iodide quench fluorescence; stronger effect = lower value | hit rate 0.3% among 340,000 | B-score at 10 µM | Q8BHY3;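 active = fluorescence-ratio B-score plate-corrected deviation score at least 3 library SD below zero, with starting fluorescence score within 5 deviations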;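 also: channel opened by trigger with iodide after compound preincubation; score built on the fluorescence ratio of max minus min over baseline; more negative score means more quench and so TMEM16A activation or potentiation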
# Active calls of the source: *; i = inactive; / = no result given.
SMILES,TRPC4 potent,TRPC6 act,TRPC4 agonist,MrgX1 agonist,MrgX1 antagonist,SKKanGAS inh,TRPC6 inh,ANO1 block,MrgX1 allo act,TRPC4 inh,TMEM16A act
Cc1ccc(OCC(=O)Nc2ccc3c(c2)OC(F)(F)O3)c([N+](=O)[O-])n1,i,i,i,i,i,0,i,i,i,i,i
CCOC(=O)CC1COCCN1C(=O)c1cc(COc2ccc(F)cc2Cl)on1 (stereo unspecified),i,i,i,i,i,-11,i,i,i,i,i
CCN(CC)C(=O)c1ccc(Nc2nnc(-c3ccc(O)cc3)c3ccccc23)cc1,i,i,i,i,i,14,i,i,i,i,i
CC(=O)N[C@@H]1[C@@H](O)[C@@H]2OC(c3ccccc3)OC[C@H]2O[C@@H]1N=[N+]=[N-] (stereo partly specified),i,i,i,i,i,-3,i,i,i,i,i
CCOC(=O)c1c(C)n(C)c2ccc(OC)c(NC(=O)c3cccs3)c12,i,i,i,i,i,0,i,i,i,i,i
O=C(NCCSc1ccccc1)c1ccccc1Cl,i,i,i,i,i,2,i,i,i,i,i
COC(=O)c1ccccc1NC(=O)C1CCC(=O)N1S(=O)(=O)c1ccc(C)cc1 (stereo unspecified),i,i,i,i,i,-4,i,i,i,i,i
Cc1cccc(C)c1NC(=O)CNC(=O)c1cncc(Br)c1,i,i,i,i,i,-8,i,i,i,i,i
COc1cccc(NC(=O)N2CCCC2C(=O)NC(C)C)c1 (stereo unspecified),i,i,i,i,i,-4,i,i,i,i,i
CCCCCCS(=O)Cc1ccccc1 (stereo unspecified),i,i,i,i,i,0,i,i,i,i,i
CC1CN(S(=O)(=O)c2ccccc2)CC(C)O1 (stereo unspecified),i,i,i,i,i,-2,i,i,i,i,i
CCCN(CCC)S(=O)(=O)c1cc(CN2C(=O)c3cccnc3C2=O)ccc1OC,i,i,i,i,i,-2,i,i,i,i,i
O=C(NCCc1cccs1)C1CC(c2cccc(F)c2)=NO1 (stereo unspecified),i,i,i,i,i,2,i,i,i,i,i
COC(=O)c1ccccc1NCC(=O)c1ccc(OC)cc1,i,i,i,i,i,-12,i,i,i,i,i
OCc1csc(=Nc2ccccc2)n1-c1ccccc1,i,i,i,i,i,-1,i,i,i,i,i
Cc1ccc(S(=O)(=O)Cn2nnnc2CN2CCN(C(=O)c3ccco3)CC2)cc1,i,i,i,i,i,2,i,i,i,i,i
COc1ccc(S(=O)(=O)N(C)C2(C)CCS(=O)(=O)C2)cc1OC (stereo unspecified),i,i,i,i,i,-3,i,i,i,i,i
CCOC(=O)c1c(C)n(C)c2ccc(OC)c(NC(=O)CN3CCN(C4CCCCC4)CC3)c12,i,i,i,i,i,-3,i,i,i,i,i
CC(C)C[C@H](NC(=O)C1CC(=O)N(c2ccc(F)cc2)C1)C(=O)N1CCCCC1 (stereo partly specified),i,i,i,i,i,-2,i,i,i,i,i
CCOc1ccccc1Nc1ccc(C(=O)O)cc1N,i,i,i,i,i,2,i,i,i,i,i
Cc1cc(C)n(-c2ccc(C(=O)OCC(=O)Nc3ccc(S(=O)(=O)N4CCOCC4)cc3)cc2)n1,i,i,i,i,i,-3,i,i,i,i,i
CSCCC(NC(=O)c1ccccc1)C(=O)NCc1ccc(S(N)(=O)=O)cc1 (stereo unspecified),i,i,i,i,i,9,i,i,i,i,i
O=C(O)c1cc(=O)[nH]c2ccc(S(=O)(=O)Nc3ccc(F)cc3)cc12,i,i,i,i,i,0,i,i,i,i,i
O=C1C(Nc2ccccc2)=C(NS(=O)(=O)c2ccccc2)C(=O)c2ccccc21,i,i,i,i,i,20,i,i,i,i,i
O=C(c1ccccc1Br)N1CCc2c([nH]c3ccccc23)C1,i,i,i,i,i,5,i,i,i,i,i

# More compounds
SMILES,TRPC4 potent,TRPC6 act,TRPC4 agonist,MrgX1 agonist,MrgX1 antagonist,SKKanGAS inh,TRPC6 inh,ANO1 block,MrgX1 allo act,TRPC4 inh,TMEM16A act
CCCCNC(=O)Cn1cnc2ccc(S(=O)(=O)N3CCC(C)CC3)cc2c1=O,i,i,i,i,i,3,i,i,i,i,i
CCN(CC)CCNC(=O)c1ccc(NC(=O)C2CCN(c3ncnc4sc(C)c(C)c34)CC2)cc1,i,i,i,i,i,3,i,i,i,i,i
Cc1c(S(=O)(=O)N2CCOCC2)c(=O)n(C)c(=O)n1C,i,i,i,i,i,-5,i,i,i,i,i
CC(=O)Nc1cccc(-n2nnc(SCC(=O)c3ccccc3)n2)c1,i,i,i,i,i,8,i,i,i,i,i
COc1ccccc1N1CCN(C(=O)c2coc(=O)c(Br)c2)CC1,i,i,i,i,i,10,i,i,i,i,i
O=C(Nc1ccc(Cl)cc1)c1ccc2nsnc2c1,i,i,i,i,i,6,i,i,i,i,i
Cc1nn(C)cc1NC(=O)CC12CC3CC(CC(C3)C1)C2,i,i,i,i,i,0,i,i,i,i,i
Cc1nn(C)cc1CNC(=O)Nc1cccc(Cl)c1,i,i,i,i,i,0,i,i,i,i,i
CC(=O)NC(Cc1ccccc1)C(=O)OCC(=O)c1ccc(F)cc1 (stereo unspecified),i,i,i,i,i,2,i,i,i,i,i
Cc1cc(C)cc(NC(=O)c2cccnc2)c1,i,i,i,i,i,-3,i,i,i,i,i
O=C(O)C[C@H]1c2cc(F)ccc2S(=O)(=O)N1C1CCN(Cc2ccccc2)CC1,i,i,i,i,i,1,i,i,i,i,i
CCc1cccc(OCC2Cn3c(nc4c3c(=O)n(C)c(=O)n4C)O2)c1 (stereo unspecified),i,i,i,i,i,-9,i,i,i,i,i
CC(C)CCn1c(Sc2nc3ccccc3s2)nc2c1c(=O)[nH]c(=O)n2C,i,i,i,i,i,-17,i,i,i,i,i
COc1cccc2sc(N(CCCN(C)C)C(=O)CCS(=O)(=O)c3ccccc3)nc12,i,i,i,i,i,0,i,i,i,i,i
NC(=O)c1ccc(-n2nnnc2SCC(=O)Nc2ccccc2)cc1,i,i,i,i,i,-2,i,i,i,i,i
CN(CCC(=O)Nc1ccc(Br)cc1)Cc1ccccc1,i,i,i,i,i,-4,i,i,i,i,i
COc1ccc(N2CC(C(=O)OCC(=O)Nc3cccc(C)c3)CC2=O)cc1 (stereo unspecified),i,i,i,i,i,-8,i,i,i,i,i
Cc1ccc2[nH]c3c(c2c1)CN(C(=O)CN1CCN(Cc2ccc4c(c2)OCO4)CC1)CC3,i,i,i,i,i,5,i,i,i,i,i
CC(C)CCc1noc(CN2CCN(CC(=O)NC(C)C)CC2)n1,i,i,i,i,i,-2,i,i,i,i,i
COc1ccccc1N=Cc1c(O)c2ccccc2oc1=O,i,i,i,i,i,2,i,i,i,i,i
Cc1cccc(C)c1OCC(=O)Nc1ccc(NC(=O)c2ccco2)cc1,i,i,i,i,i,-7,i,i,i,i,i
COc1ccc(C(=O)N2CCc3cc(OC)c(OC)cc3C2c2ccc(OC)c(OC)c2)cc1OC (stereo unspecified),i,i,i,i,i,-2,i,i,i,i,i
O=C(OCCC1Oc2cccnc2NC1=O)c1ccc([N+](=O)[O-])cc1 (stereo unspecified),i,i,i,i,i,1,i,i,i,i,/
Cc1cccc(NC(=O)C(c2cccc([N+](=O)[O-])c2)N2CCCCC2)c1 (stereo unspecified),i,i,i,i,i,-6,i,i,i,i,i
CC1CCN(S(=O)(=O)c2cccc(C(=O)N(Cc3ccccc3)c3ccccn3)c2)CC1,i,i,i,i,i,16,i,i,i,i,i

# Other compounds follow.
SMILES,TRPC4 potent,TRPC6 act,TRPC4 agonist,MrgX1 agonist,MrgX1 antagonist,SKKanGAS inh,TRPC6 inh,ANO1 block,MrgX1 allo act,TRPC4 inh,TMEM16A act
Cc1cc(C)c2cc(C#N)c(N3CCCN(S(=O)(=O)c4ccccc4)CC3)nc2c1,i,i,i,i,i,-5,i,i,i,i,/
O=C(NC1CCCC1)C(c1ccc(F)cc1)N(C(=O)c1csnn1)c1ccccc1 (stereo unspecified),i,i,i,i,i,-3,i,i,i,i,i
CCOc1ccc(NC(=O)c2cccc(NC(=O)c3ccccc3)c2)cc1,i,i,i,i,i,3,i,i,i,i,i
O=C(NC1CCCCC1)N1CCC(n2cnc3ccccc32)CC1,i,i,i,i,i,5,i,i,i,i,i
O=C(O)C1CCN(S(=O)(=O)c2ccc3c(c2)OCCCO3)CC1,i,i,i,i,i,1,i,i,i,i,i
CCC(=O)Nc1nnc(-c2ccc(Cl)s2)o1,i,i,i,i,i,2,i,i,i,i,i
C[C@@H]1C(=O)O[C@@H]2CC34[C@H]5C[C@@H](C(C)(C)C)C36[C@H](OC(=O)[C@@H]6O)OC4(C(=O)O5)[C@@]12O (stereo partly specified),i,i,i,i,i,-5,i,i,i,i,i
COC(=O)c1c(NC(=O)c2cccnc2Cl)sc(C(=O)N(C)C)c1C,i,i,i,i,i,-7,i,i,i,i,i
Cc1ccc(Cl)cc1NC(=O)CN1CCN(S(=O)(=O)N2CCOCC2)CC1,i,i,i,i,i,-8,i,i,i,i,i
CC(C)(Oc1ccc(Cl)cc1)C(=O)OCC(=O)NCCc1ccccc1,i,i,i,i,i,27,i,i,i,i,i
Cc1nn(-c2ccccc2)c(N2CCCCC2)c1/C=N/NC(=O)c1ccncc1,i,i,i,i,i,1,i,i,i,i,i
COc1ccc(-c2cc(=O)oc3cc(OCC(=O)N4CCOCC4)ccc23)cc1,i,i,i,i,i,11,i,i,i,i,i
COC(=O)CN(c1ccc(C)cc1)S(=O)(=O)c1ccc(F)cc1,i,i,i,i,i,-11,i,i,i,i,i
COc1ccc(C(=O)/C=C/c2cc(C(=O)O)cc3c2OCOC3)c(O)c1,i,i,i,i,i,12,i,i,i,i,i
COc1ccccc1Nc1c([N+](=O)[O-])cc(C)cc1[N+](=O)[O-],i,i,i,i,i,-4,i,i,i,i,i
Cc1ccc(C(CC(=O)O)NC(=O)CN2C(=O)c3ccccc3C2=O)cc1 (stereo unspecified),i,i,i,i,i,-1,i,i,i,i,i

# Screening results as filed in PubChem.
